# Screens (PubChem)
# DTT redox prof = compounds producing H2O2 with reducing agent – biochemical, NIH compound library profiling, artefact control for MLSCN library redox annotation, primary screen | 200,000 compounds, 0.03% hits | activation, % at 10 µM | DTT-dependent redox cycling H2O2, phenol red/HRP absorbance; 100% = 100 µM peroxide control, 0% = buffer | AID 878;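 active = activation of at least 50% relative to the plate's high and low controls in the primary single-dose screen; inactive = activation below 50%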;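 note: compound incubated with DTT at 0.8 mM final as the reducing agent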
# FLuc act counter = firefly luciferase counter-screen for stimulation assays. 200,000 tested, under 10 active. P08659. ATPlite luciferase biochemical, luminescence, 10 min; 0 = ATP-free wells, 1 = DMSO control. AID 1027. activation factor at 10 µM;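 active = luciferase activation factor, scaled between plate controls, of at least 2 with compound at 10 µM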
# Target sequence (P08659 whole entry, looked up): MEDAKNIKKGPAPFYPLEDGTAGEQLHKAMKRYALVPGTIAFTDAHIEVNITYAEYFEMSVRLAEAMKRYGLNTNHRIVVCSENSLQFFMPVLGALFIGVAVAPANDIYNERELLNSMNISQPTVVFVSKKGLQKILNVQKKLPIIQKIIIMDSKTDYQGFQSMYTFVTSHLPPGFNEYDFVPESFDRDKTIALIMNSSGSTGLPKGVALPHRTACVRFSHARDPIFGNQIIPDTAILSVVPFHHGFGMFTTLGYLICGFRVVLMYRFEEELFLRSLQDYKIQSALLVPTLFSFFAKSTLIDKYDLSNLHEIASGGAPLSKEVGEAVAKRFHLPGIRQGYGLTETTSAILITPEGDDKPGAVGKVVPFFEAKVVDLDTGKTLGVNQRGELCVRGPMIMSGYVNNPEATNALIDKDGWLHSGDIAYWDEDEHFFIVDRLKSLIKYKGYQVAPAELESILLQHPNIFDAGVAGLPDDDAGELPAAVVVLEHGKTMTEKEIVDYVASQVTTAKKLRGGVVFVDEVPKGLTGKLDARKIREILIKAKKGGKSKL
#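 System: Luciferase/luciferin detection reagent, cell-free biochemical luciferase assay | Medium: PBS buffer for ATP | Dosing: Test compounds dosed from 2 mM stocks in 100% DMSO | Timing: 10 min at ambient temperature | Signal: Luminescence measurement of luciferase light output | Evaluation: Luciferase activation, seen as luminescence increase over controls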
# STAT1 act = activators of IFN-gamma induced STAT1 signaling; activation (% of control), % at 5.5 µM; AID 932; 200,000 compounds, 2.6% hits; NIH 3T3 STAT1-luciferase reporter, luminescence; 100% = IFN-gamma alone, no compound;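 active = activation above the screen-wide mean activation plus 3 SD, cut at about 130% in these data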;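 note: raw ratio to IFN-gamma control signal so 100% means no change and 0% no light; values of inactives mirror those of a sister screen read the other way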
# G6PDH counter = counter-screen for G6PDH assay hits: L. mesenteroides G6PDH inhibition. Purified L. mesenteroides G6PDH, diaphorase/resazurin coupled fluorescence, 45 min. inhibition, % at 5 µM. 200,000 compounds, 0.12% hits; in the data active = inhibition above about 50%
# FLuc inhib CS = inhibits firefly luciferase, flagging false hits in luciferase inhibition screens; P08659; ATPLite firefly luciferase biochemical luminescence, 10 min; inhibition, % at 10 µM; 200,000 compounds, 1.5% hits;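 active = inhibition above about 50% when tested at 10 µM, limit read from the data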
# APP transl inh = APP translation inhibition | inhibition, % at 2 µM | SH-SY5Y APP 5'UTR-luciferase reporter, luminescence | 190,000 compounds, 0.82% hits;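 active = inhibition above a set limit, derived from the sample mean plus 3 SD, cut at about 45% in these data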; note: values of inactives mirror those of a sister screen read the other way
# HMGR II inh = blocks class II HMG-CoA reductase of Enterococcus faecalis; purified E. faecalis HMGR, NADPH absorbance 340 nm kinetic; inhibition, % at 10 µM; 190,000 compounds, 0.41% hits; AID 1066;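 active = inhibition above a set limit, the median over all tested compounds plus 3 SD, cut at about 9.5% in these data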;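 note: enzyme runs in reverse so mevalonate oxidation gives rising NADPH absorbance; 0% = complete reaction with DMSO and 100% = background rate lacking mevalonate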
# Hsp70 act = switches on Hsp70 transcription | HeLa Hsp70 promoter luciferase reporter, luminescence; scaled: vehicle 0, proteasome-inhibitor control 100% | activation, % at 10 µM | 200,000 compounds, 0.04% hits;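 active = activation above the mean across all tested compounds plus 3 SD, cutoff set per campaign, cut at about 5.5% in these data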;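 note: 100% = MG132 at 30 µM as the positive control and 0% = DMSO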
# NF-kB neuron act = raises NF-kB expression in human neuronal cells; fold change at 12.5 µM; NF-kB reporter expression; hits give high values; 190,000 compounds, 1.6% hits; in the data active = fold change above about 3.3
# APP 5'UTR act = activates APP 5'UTR luciferase reporter. SH-SY5Y APP 5'UTR luciferase reporter, luminescence; zero percent = DMSO vehicle wells. activation, % at 2 µM. 190,000 compounds, 1% hits;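 active = activation above a set limit, based on mean plus 3 SD of controls, cut at about 140% in these data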; note: values of inactives mirror those of a sister screen read the other way
# Active calls of the source: *; nt = no result given.
Structure	DTT redox prof	FLuc act counter	STAT1 act	G6PDH counter	FLuc inhib CS	APP transl inh	HMGR II inh	Hsp70 act	NF-kB neuron act	APP 5'UTR act
Nc1ccc2nc(-c3ccc(N)c(Cl)c3)[nH]c2c1	1.2	0.5	132.0*	-2.5	52.3*	-59.2	2.4	-0.2	1.39	59.2
CC(OC(=O)c1nsc(Cl)c1Cl)C(=O)NCc1ccc2c(c1)OCO2 (stereo unspecified)	-2.7	1	99.5	11.4	-1.1	-0.5	-3.5	0.0	1.4	0.5
O=C(/C=C\NCC(=O)c1ccccc1)c1ccc2ccccc2c1	0.3	0.9	105.0	-31.6	5.2	-6.1	-6.2	0.3	1.1	6.1
COc1cccc(/C=N/Nc2nc(Nc3ccc([N+](=O)[O-])cc3)nc(N3CCCC3)n2)c1O	-1.0	1.1	78.8	4.8	-7.1	42.6	-2.5	0.7	0.47	-42.6
Cc1cccc(NC(=O)CSc2nnc(NC(=O)c3ccco3)s2)c1	1.1	0.5	92.8	2.8	46.9	-16.9	7.2	-0.1	1.15	16.9
O=c1c2ccccc2nc2n1-c1ccccc1CCC2	-3.9	1.1	106.6	-0.8	-8.7	-15.8	-1.1	1.0	0.78	15.8
CCCN(Cc1ccccc1)C(=S)Nc1cccc(C)c1C	0.0	1	75.5	2.5	-2.0	18.2	-7.1	-0.1	nt	-18.2
O=C(Cn1c(C(F)(F)F)nc2ccccc21)c1ccc(Cl)cc1	0.5	1.1	92.5	-16.7	-8.8	-18.7	0.1	0.0	1.31	18.7
CCC1=NN(C(=O)C(=O)Nc2ccc(Br)cc2)C(O)(C(F)(F)F)C1 (stereo unspecified)	-0.6	0.8	101.5	0.8	15.4	5.4	-0.6	-0.1	1.07	-5.4
CCOc1cc(C=O)c(Br)cc1OC1CCCC1	0.6	1	94.3	7.4	-2.8	-1.4	-1.0	-0.5	0.91	1.4
CC(C)(C)c1ccc(OCC(=O)N/N=C/c2ccsc2)cc1	0.0	0.6	103.3	-9.6	38.3	-15.8	2.2	-0.2	1.17	15.8
CC(=O)N1CCN=C1SCc1ccc(F)cc1	-1.8	1.1	101.7	13.0	-5.4	2.3	-1.7	0.0	1.05	-2.3
COc1ccccc1Nc1nc2nonc2nc1N1CCC(C)CC1	-0.2	1	98.6	3.7	1.9	nt	4.2	-0.1	1.17	nt
CC(C)c1ccc(NC(=S)NNC(=O)c2cccs2)cc1	-0.7	0.9	144.3*	12.4	13.6	-80.8	-3.0	0.3	2.69	80.8
COc1ccc(-n2ncc3c(N4CCN(c5cc(C)ccc5C)CC4)ncnc32)cc1	-0.2	1	103.6	-3.4	-3.7	3.2	-9.9	-0.1	1.13	-3.2
O=C(CN1C(=O)C2(OCCO2)c2ccccc21)c1ccc(F)cc1	0.1	1.1	102.3	2.1	-7.7	-34.3	-0.1	-0.1	0.85	34.3
O=C(NNC(=O)c1cccc(-n2cnnn2)c1)c1ccccc1	0.0	1	107.6	6.3	-2.2	-0.1	-3.7	-0.1	1.3	0.1
O=C(COc1ccccc1Cl)Nc1nc(-c2cccs2)cs1	1.9	1	107.7	8.2	1.8	-4.0	-3.9	0.1	1.26	4.0
COc1cc(NS(=O)(=O)c2cccc3nsnc23)c(C(=O)O)cc1OC	-3.8	1	88.4	-8.3	-4.3	-11.4	-0.9	-0.5	1.21	11.4
CCCCCCn1c(=O)c(F)cn(Cc2ccc(OC)c([N+](=O)[O-])c2)c1=O	2.2	1.1	104.4	12.7	-7.0	-21.6	-2.5	-0.2	0.7	21.6
CCCCNS(=O)(=O)c1ccc(S(=O)(=O)N2CCC3(CC2)OCCO3)cc1	-0.1	0.9	98.3	9.8	7.8	-0.4	-1.4	-0.4	1.33	0.4
Cc1ccccc1OCC(=O)NCC(=O)N/N=C/c1cccc([N+](=O)[O-])c1	-0.6	1	101.0	4.3	-4.5	3.1	-3.3	-0.3	0.96	-3.1
O=C(/C=C/Sc1ccccc1)c1ccc(Cl)cc1	1.3	0.4	123.2	-0.6	60.8*	5.4	0.0	0.5	6.25*	-5.4
O=C(Nc1ccc(Br)c(Cl)c1)c1ccco1	-0.2	1	135.4*	15.9	0.3	-80.8	-0.8	-0.1	2.6	80.8
Cc1ccc(C)c(-n2cc[nH]c2=S)c1	-0.2	1	102.2	3.1	3.3	-12.0	-6.5	-0.4	0.92	12.0
CC(C)c1onc(C(=O)NCc2cccs2)c1[N+](=O)[O-]	-0.3	1.1	92.1	6.2	-8.1	19.2	1.4	0.4	1	-19.2
Cc1cccc(NC(=O)CCn2nc(C)cc2C)c1	-2.6	1.1	101.4	-2.5	-14.5	15.6	2.7	-0.4	0.97	-15.6
Cc1ccccc1-n1c(SCC(=O)N(C)C2CCS(=O)(=O)C2)nnc1-c1ccncc1 (stereo unspecified)	-0.3	1	95.6	4.8	-3.4	-16.1	-2.6	-0.2	0.86	16.1
Cn1c(=O)[nH]c(=O)c2c1nc(SCCN1CCCCC1)n2Cc1ccccc1	3.6	1	101.0	-4.3	-3.4	-4.0	1.3	-0.1	1.11	4.0
CC(C)(C)c1ccc(OC(=O)c2ccc3nsnc3c2)cc1	0.1	0.9	101.5	14.7	9.9	nt	0.6	0.0	0.88	nt
COc1ccc(NC(=O)CSc2nccn2C)cc1S(N)(=O)=O	3.7	1	104.8	7.5	-2.6	-6.3	10.4*	0.0	1.22	6.3
CCN(CC)S(=O)(=O)c1cccc(NC(=O)c2cc3ccccc3o2)c1	1.9	0.9	102.4	1.4	11.8	-23.4	-2.0	-0.3	0.88	23.4
CC(NC(=O)Nc1cccc([N+](=O)[O-])c1)(C(F)(F)F)C(F)(F)F	-3.0	1	98.1	2.0	-2.5	-6.3	1.6	-0.3	0.7	6.3
FC(F)(F)c1cccc(Sc2nc(-c3ccccc3)nnc2C(F)(F)F)c1	1.9	1	99.9	-0.7	-0.5	1.4	-3.5	-0.2	1.13	-1.4
COCCOc1cc(NC(=O)c2sccc2Oc2ccc([N+](=O)[O-])cc2F)c(Cl)cc1Cl	2.3	1	103.4	-5.5	-4.9	-12.4	-4.5	0.1	1	12.4
Cc1ccc2c(c1)C1CN(C)CCC1N2C(=O)c1cccc(S(=O)(=O)N(C)C)c1 (stereo unspecified)	-3.4	1	93.4	4.0	0.2	-0.7	-3.2	0.5	0.82	0.7
N#C/C(C(N)=O)=C1/CCc2ccccc2N1	0.2	1	103.9	1.5	-1.0	-19.2	2.9	-0.5	1.05	19.2
CCCN1C=CC(=C/C=C(\C#N)C(=O)OCC)C=C1	1.7	0.4	164.3*	7.3	58.4*	-120.0	-5.7	0.3	2.75	120.0
COc1ccc2c(c1OC)C(=O)N(c1ccc(C)c(C)c1)C2=O	0.8	0.9	116.6	4.3	5.3	8.6	0.3	-0.3	1.63	-8.6
COc1ccc(/C=C2/SC(=O)N(CCNC(=O)C3COc4ccccc4O3)C2=O)cc1 (stereo unspecified)	0.0	1	102.3	-24.7	-3.1	-25.4	-10.8	-0.4	1.07	25.4
COc1ccc(/C=C/C(=O)C(C(N)=O)=C2SCCS2)cc1	-0.4	0.6	91.6	-2.4	38.8	-40.3	-3.2	-0.1	1.88	40.3
COc1ccc(N(CC(=O)O)S(=O)(=O)c2cccnc2)cc1	1.4	1	95.1	2.5	-4.8	3.9	-3.7	0.0	1.18	-3.9
COc1ccc(CC(=O)Nc2nncs2)cc1OC	-0.2	1	104.0	-1.1	2.6	4.8	nt	-0.5	1.21	-4.8
COC(=O)C1C(=O)C2=C(CC1C)NC(C)=C(C(=O)OC(C)C)C2c1ccc(C)o1 (stereo unspecified)	0.0	1	93.3	-3.5	-4.3	-8.6	-6.1	-0.3	1.04	8.6
Cn1cc(Cl)c(C(=O)N2CCN(c3ncccn3)CC2)n1	2.1	1.1	107.7	2.9	-9.1	-12.5	-1.8	0.1	1.07	12.5

# Rewritten with values under each structure: nine of the compounds above
# Order of results: DTT redox prof, FLuc act counter, STAT1 act, G6PDH counter, FLuc inhib CS, APP transl inh, HMGR II inh, Hsp70 act, NF-kB neuron act, APP 5'UTR act
COc1ccc(NC(=O)CSc2nccn2C)cc1S(N)(=O)=O
→ 3.7, 1, 104.8, 7.5, -2.6, -6.3, 10.4*, 0.0, 1.22, 6.3
CCN(CC)S(=O)(=O)c1cccc(NC(=O)c2cc3ccccc3o2)c1
→ 1.9, 0.9, 102.4, 1.4, 11.8, -23.4, -2.0, -0.3, 0.88, 23.4
CC(NC(=O)Nc1cccc([N+](=O)[O-])c1)(C(F)(F)F)C(F)(F)F
→ -3.0, 1, 98.1, 2.0, -2.5, -6.3, 1.6, -0.3, 0.7, 6.3
FC(F)(F)c1cccc(Sc2nc(-c3ccccc3)nnc2C(F)(F)F)c1
→ 1.9, 1, 99.9, -0.7, -0.5, 1.4, -3.5, -0.2, 1.13, -1.4
COCCOc1cc(NC(=O)c2sccc2Oc2ccc([N+](=O)[O-])cc2F)c(Cl)cc1Cl
→ 2.3, 1, 103.4, -5.5, -4.9, -12.4, -4.5, 0.1, 1, 12.4
Cc1ccc2c(c1)C1CN(C)CCC1N2C(=O)c1cccc(S(=O)(=O)N(C)C)c1 (stereo unspecified)
→ -3.4, 1, 93.4, 4.0, 0.2, -0.7, -3.2, 0.5, 0.82, 0.7
N#C/C(C(N)=O)=C1/CCc2ccccc2N1
→ 0.2, 1, 103.9, 1.5, -1.0, -19.2, 2.9, -0.5, 1.05, 19.2
CCCN1C=CC(=C/C=C(\C#N)C(=O)OCC)C=C1
→ 1.7, 0.4, 164.3*, 7.3, 58.4*, -120.0, -5.7, 0.3, 2.75, 120.0
COc1ccc2c(c1OC)C(=O)N(c1ccc(C)c(C)c1)C2=O
→ 0.8, 0.9, 116.6, 4.3, 5.3, 8.6, 0.3, -0.3, 1.63, -8.6

# (cont.)
Structure	DTT redox prof	FLuc act counter	STAT1 act	G6PDH counter	FLuc inhib CS	APP transl inh	HMGR II inh	Hsp70 act	NF-kB neuron act	APP 5'UTR act
CCCN1C(=O)NC2(O)C(=O)c3ccccc3C12O (stereo unspecified)	1.0	1	94.0	8.2	2.5	-21.2	2.9	-0.2	1.81	21.2
CCOC(=O)CSc1nnc(-c2ccc(S(=O)(=O)N3CCC(C)CC3)cc2)o1	-0.2	1	99.2	1.9	-3.5	-11.2	-11.6	0.3	1.19	11.2
Cc1ccc(C(C)NC(=O)c2ccco2)cc1C (stereo unspecified)	-1.9	1.1	87.7	-3.2	-9.5	3.5	6.4	0.0	0.83	-3.5
CCOc1ccc(S(=O)(=O)Nc2ccc(Cl)cn2)c(C)c1C	0.9	1.1	100.0	-17.7	-5.8	5.6	0.8	-0.3	1.05	-5.6
CC(C)(C)Nc1c(N)c(=O)oc2ccccc12	2.6	1	100.5	4.6	-1.2	-9.4	-5.2	-0.3	1.02	9.4
CC(=O)c1ccc(Oc2cc(C)nc(NCc3ccccc3)n2)cc1	2.4	1	103.2	2.5	-3.6	-8.7	0.7	-0.1	1.06	8.7
Cc1ccc(NC(=O)c2ccc(Nc3c([N+](=O)[O-])cc([N+](=O)[O-])cc3[N+](=O)[O-])cc2)cc1	0.1	1	95.8	-1.9	-3.5	1.6	-1.7	-0.3	1.1	-1.6
COc1ccc(C(C)=O)cc1CS(=O)(=O)CC(=O)O	-1.9	1.1	100.9	-2.6	-7.8	10.8	-1.5	0.1	1.14	-10.8
